# TRHR PAM – allosterically enhances the human TRH receptor. hit rate 0.66% among 360,000. TRHR cells, fluo-8 calcium fluorescence, EC20 TRH enhancement. P34981. enhancement, % at 2 µM. AID 493056; in the data active = enhancement above about 30%; note: 0% is about no effect
#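 TRHR-expressing cells loaded with fluo-8 calcium dye were read kinetically (ex 480/em 530) during compound addition, then stimulated with an EC20 of TRH (10 nM final). Enhancement of the Gq-mediated intracellular calcium response was scored.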
# D1 antagonist – antagonists of human D1 dopamine receptor; P21728; HEK293 TREx D1 cells, calcium flux, dopamine EC80; hits give low values; activity change, negative = inhibition, % at 10 µM; hit rate 3.2% among 360,000; AID 504652; in the data active = activity change below about -30%; note: % is set by controls: 0 for no effect and ±100 for the full control effect
#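 Cells carrying a force-coupled, tetracycline-inducible human D1 receptor report calcium flux. Each well gets a 10 s baseline, compound with 180 s monitoring, then an EC80 dopamine stimulus with a second 180 s kinetic read.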
# D2 agonist – activates the human D2 dopamine receptor; P14416; HEK293 T-REx D2 cells, calcium flux agonist mode; activation, % at 2 µM; hit rate 0.53% among 340,000;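 active = activation over 3 SD above normal in the single-dose calcium agonist read, cut at about 30% in these data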; note: 0% is about no effect
#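 HEK293 Trex D2 cells, tetracycline-induced, o/n 30 C 5% CO2; no-wash Ca dye, RT 30–90 min; 10-cycle baseline, 23 nl cpd added, kinetic Ca read 180 s; agonist hits = positive Ca response.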
# RXFP1 agonist – RXFP1 (human) receptor agonism | HEK293T-RXFP1 cAMP TR-FRET, 30 min; response scale: percent of porcine relaxin response, buffer zero | hit rate 0.3% among 370,000 | Potency, µM (doses to about 57.5 µM), without a hit: at the top dose activation, most hits filed as activators | AID 2676 | Q9HBX9; active = well fitted activation curve with a large enough effect; inconclusive = small, poorly fitted or top-dose-only effect; note: potency is the fitted concentration of half-maximal effect; % is set by controls: 0 for no effect and ±100 for the full control effect; nearly all actives have a fitted effect of over 60% in size; many of its hits are not listed in these tables
# Target sequence (Q9HBX9 whole entry, looked up): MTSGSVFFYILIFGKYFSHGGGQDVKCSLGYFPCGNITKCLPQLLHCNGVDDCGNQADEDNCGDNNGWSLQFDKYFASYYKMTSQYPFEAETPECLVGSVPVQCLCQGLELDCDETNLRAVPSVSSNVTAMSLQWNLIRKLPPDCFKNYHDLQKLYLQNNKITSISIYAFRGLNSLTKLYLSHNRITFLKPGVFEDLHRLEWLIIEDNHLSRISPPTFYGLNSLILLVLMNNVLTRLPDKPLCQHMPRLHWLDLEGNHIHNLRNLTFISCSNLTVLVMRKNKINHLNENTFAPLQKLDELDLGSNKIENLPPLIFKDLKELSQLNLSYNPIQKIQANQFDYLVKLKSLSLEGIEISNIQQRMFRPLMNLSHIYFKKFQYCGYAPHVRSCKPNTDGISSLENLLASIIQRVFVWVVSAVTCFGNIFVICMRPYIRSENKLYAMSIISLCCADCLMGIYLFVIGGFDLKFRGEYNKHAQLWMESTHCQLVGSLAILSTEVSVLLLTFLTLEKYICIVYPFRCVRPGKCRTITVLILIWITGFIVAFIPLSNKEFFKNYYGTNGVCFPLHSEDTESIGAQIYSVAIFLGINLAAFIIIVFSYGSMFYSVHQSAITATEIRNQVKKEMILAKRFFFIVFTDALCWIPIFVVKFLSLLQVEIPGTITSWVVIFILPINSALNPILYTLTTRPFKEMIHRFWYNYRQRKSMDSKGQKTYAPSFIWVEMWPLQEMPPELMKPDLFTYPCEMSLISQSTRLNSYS
#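 HEK293 cells stably expressing RXFP1, treated 30 min at 37C with compounds plus PDE4 inhibitor Ro 20174; cAMP measured by HTRF TR-FRET. Normalized to buffer and 29 nM porcine relaxin; EC50 by Hill fit.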
# D1 ag – activates the human D1 dopamine receptor | P21728 | HEK293 T-REx D1 cells, calcium flux, agonist mode | activation, % at 2 µM | hit rate 1% among 360,000 | AID 504660; in the data active = activation above about 30%; note: 0% is about no effect
#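 Inducible HEK293 T-REx D1 cells, force-coupled to calcium signalling, were plated at 4000 cells/well with tetracycline and held overnight at 30 C. After no-wash calcium dye loading, compound-evoked calcium rise over 180 s flagged agonists.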
# D2 PAM – D2 dopamine receptor (human) potentiation; P14416; HEK293 T-REx D2, calcium flux, EC20 dopamine potentiation; potentiation, % at 10 µM; hit rate 0.34% among 340,000; AID 485347;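 active = potentiation over 3 SD above the plate norm, cut at about 30% in these data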; note: 0% is about no effect
#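 Potentiation of an EC20 dopamine calcium response measured kinetically over 180 s, after a preceding 180 s compound-only read flagging agonists. Cells: inducible Hek293 Trex D2 line, 4000/well, cultured overnight at 30 C before dye loading.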
# D1 potentiator – potentiators of human D1 dopamine receptor; P21728; HEK293 TREx D1 cells, calcium flux, dopamine EC20 potentiation; potentiation, % at 10 µM; hit rate 0.036% among 360,000; AID 504651; in the data active = potentiation above about 30%; note: 0% is about no effect
# D2 antag – antagonists of human D2 dopamine receptor; hit rate 2% among 340,000; inhibition, % at 10 µM; P14416; HEK293 TREx D2 cells, calcium flux, dopamine EC80; in the data active = inhibition above about 30%; note: 0% is about no effect
#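 In this primary screen, negative modulation is detected by tracking calcium flux after an EC80 dopamine challenge in inducible HEK293 T-REx D2 cells preexposed to test compound for 180 s.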
# RXFP1 antagonist – blocks the human relaxin receptor RXFP1; Q9HBX9; HEK293-RXFP1, relaxin-stimulated cAMP HTRF, 30 min; hits give low values; activity change, negative = inhibition, % at 57.5 µM; hit rate 0.59% among 350,000; AID 1259400;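 active = activity change of -60% or lower, but not beyond a set lower limit; inconclusive = change between -60% and -40%, or beyond the set limit; inactive = change above -40%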; note: % is set by controls: 0 for no effect and ±100 for the full control effect
# Starred values were filed as active, the others as inactive; ? = inconclusive; / = not tested or not shown; & = joins results of further samples; [ ] = remark or other dose.
SMILES	TRHR PAM	D1 antagonist	D2 agonist	RXFP1 agonist	D1 ag	D2 PAM	D1 potentiator	D2 antag	RXFP1 antagonist
CCN(CC(=O)NCc1ccc(F)cc1)CC(=O)Nc1ccc(S(=O)(=O)N2CCCC2)cc1	7	-2	-1.2	-0.6%	3	-12	-5	-44	-8
CC(NC(=O)c1cc(COc2c(F)cccc2F)on1)c1cnn(-c2ccccc2)c1 (configuration not stated)	-6	-16	0.4	0.2%	20	-4	-3	12	3
CC[N+](CC)(CC)C/C=C/CN1CCCCC1	5	32	0.3	3.0%	2	5	-3	-9	8
Cc1onc(C(=O)Nc2cccc(C(F)(F)F)c2)c1[N+](=O)[O-]	-2	-6	0.4	1.4%	1	-7	1	-17	-3
CC(C)C(NS(=O)(=O)c1ccccc1)C(=O)OCC(=O)NNC(=O)c1ccccc1 (configuration not stated)	-3	6	0.5	0.0%	0	-3	-7	5	-3
CC(C)Nc1nc(NC(C)C)nc(OCCOC(=O)Nc2ccccc2)n1	5	28	-0.5	0.0%	-2	15	3	0	4
Nc1nc(-c2ccco2)nn1C(=O)CCc1ccccc1	-6	-6	0.2	1.3%	10	18	1	-6	1
COc1ccccc1CNC(=O)c1nn(-c2ccc(C)cc2)c(=O)c2c1c1ccccc1n2C	-4&0	-2&-12	0.0&0.7	?	3&2	-11&11	7&-4	-2	-3&0
CC1(C)OC(=O)C(=CNn2cnc3ccccc3c2=O)C(=O)O1	2	1	-0.3	-0.6%	3	3	2	-15	0
O=C(CSc1nnc(-c2ccco2)n1Cc1ccccc1)c1ccc(F)cc1	-5	27	0.1	1.3%	3	4	9	-1	2
c1ccc(Cc2nnc3sc(C4COc5ccccc5O4)nn23)cc1 (configuration not stated)	0	-1	/	-1.6%	2	-2	-2	/	16
Oc1[nH]c2c(Cl)cc(Cl)cc2c1N=NC(=S)NCC1CCCO1 (configuration not stated)	12	-11	0.8	0.1%	2	-9	-3	2	-12
Cc1ccc(C)n1NC(=O)c1ccc(Cl)cc1Cl	2	-12	-0.1	-1.5%	-1	-2	-3	-3	-18
COC(=O)Cc1ccc(NC(=S)NNC(=O)c2ccccc2Br)cc1	2	4	-0.3	1.8%	3	6	0	-11	-4
Cc1cc(C)c(OCC(=O)OC(C)C(=O)NC2CC2)c(C)c1 (configuration not stated)	2	-2	0.3	-1.2%	1	-4	4	-15	-3
c1ccc(C2[C@H]3CN(CC4CCCCC4)[C@H](c4ccccc4)C34CC2(c2cccnc2)C4)cc1 (some centres not stated)	5	26	0.1	-1.2%	0	10	5	26	/
COc1cccc(-c2cc(C(=O)Nc3nc4ccccc4s3)c3ccccc3n2)c1	-2	8	0.1	-0.8%	3	-8	-1	-14	3
COc1cc(/C=C2/C(=N)N3OC(C)=CC3=NC2=O)ccc1OC(=O)c1ccco1	5	8	1.8	2.4%	-1	-2	-7	9	-75*
Cc1ccccc1-n1c(C)nnc1SC(C)C(=O)NCC1CCCO1 (configuration not stated)	-1	-5	0.6	1.4%	1	-8	-3	2	2
CC(C)Cc1nnc(NC(=O)C2CCCC2)s1	24	0	-1.8	-0.3%	8	1	-4	11	3
CCc1cccc(C)c1NC(=S)NCc1cccn1C	8	-3	1.8	-1.1%	2	1	-1	-14	-5
Nc1ccc(S(=O)(=O)Nc2nccc(/C=C/c3ccc(Cl)cc3)n2)cc1	6	-19	0.2	2.5%	4	23	-6	11	-11
N#Cc1c(-c2ccco2)cc(C2CC2)nc1SCC(=O)c1ccccc1	1	-9	0.9	1.5%	6	3	4	-7	-17
CCOc1ccc(-c2nc(-c3ccccc3)c(-c3ccccc3)[nH]2)cc1OCC	-14	-3	-0.4	7.8%	3	-20	-5	/	-12

# Single records, from the list above:
# Listed for COc1cccc(-c2cc(C(=O)Nc3nc4ccccc4s3)c3ccccc3n2)c1 → TRHR PAM: -2; D1 antagonist: 8; D2 agonist: 0.1; RXFP1 agonist: -0.8%; D1 ag: 3; D2 PAM: -8; D1 potentiator: -1; D2 antag: -14; RXFP1 antagonist: 3
# Listed for N#Cc1c(-c2ccco2)cc(C2CC2)nc1SCC(=O)c1ccccc1 → TRHR PAM: 1; D1 antagonist: -9; D2 agonist: 0.9; RXFP1 agonist: 1.5%; D1 ag: 6; D2 PAM: 3; D1 potentiator: 4; D2 antag: -7; RXFP1 antagonist: -17

# (further entries)
SMILES	TRHR PAM	D1 antagonist	D2 agonist	RXFP1 agonist	D1 ag	D2 PAM	D1 potentiator	D2 antag	RXFP1 antagonist
CC1=C([N+](=O)[O-])C(c2ccc(Cl)cc2)NC(=O)N1C (configuration not stated)	1	-8	-0.4	0.0%	6	-5	1	14	-4
CC1=C(/C=N/Nc2ccc([N+](=O)[O-])cc2[N+](=O)[O-])C(C)(C)CCC1	-6	-3	-0.5	8.1%	-1	-5	-5	-2	2
COc1ccc(C[C@H]2c3cc(O)c(OC)cc3CC[N+]2(C)[O-])cc1O (some centres not stated)	6	-83*	0.2	-42%[inhibitor]	5	-4	-7	1	/
CCc1cnc2c(c1SCC(=O)Nc1ccc(C)cc1C)c(=O)n(C)c(=O)n2C	24	/	0.3	2.2%	0	-1	-1	/	18
COc1ccc(NC(=O)C(C)N2Cc3ccccc3C2=O)cc1OC (configuration not stated)	12	-1	1.1	3.5%	0	1	-1	/	-13
O=C(NCCCN1CCOCC1)C(=O)N/N=C/c1c2ccccc2cc2ccccc12	4	8	0.5	-0.2%	3	4	-2	-8	-8
Cc1cc(-c2nnc(SCC(=O)Nc3ccc(Br)cc3F)n2N)n[nH]1	5	9	1.1	4.2%	2	12	-1	-59	-16
Cc1cccc(NC(=O)[C@H](Cc2c[nH]c3ccccc23)NC(=O)[C@@H]2Cc3ccccc3CN2)c1	13	6	0.0	2.5%	16	2	-1	-5	/
CC1C(=O)O[C@@H]2C[C@@H](C)[C@@H]3CCC(=O)[C@@]3(C)[C@@H](O)[C@H]12 (some centres not stated)	-1	-17	0.2	1.3%	4	5	-6	9	/
O=C1NC(c2cccnc2)C(C(=O)c2cccs2)C(O)(C(F)(F)F)N1 (configuration not stated)	-1	30	0.9	0.0%	-3	14	2	-13	2
O=C(CCNS(=O)(=O)c1cccc2nonc12)NCc1cccs1	0	10	0.1	1.3%	2	2	-2	16	8
S=C(NCc1ccccc1)NCc1ccc(Cl)cc1	-1	-15	0.1	-0.1%	6	-1	0	-13	6
COc1ccccc1C(=O)NCCN1CCN(c2ccccc2)CC1	5	-8	72*	0.3%	6	-13	-3	83*	18
COc1ccc(NC(=O)CN(C)S(=O)(=O)c2ccc3[nH]c4c(c3c2)CCCC4)cc1OC	0	2	0.4	-0.1%	-2	5	-1	/	-19
COc1cc(NC(=O)CSc2nc3nc(C)c(Cc4ccc(C)cc4)c(C)n3n2)cc(OC)c1OC	-15	-12	1.0	2.9%	2	5	0	/	?
COc1cc(NC(=O)Cn2c(=O)n(Cc3ccccc3OC)c(=O)c3cccnc32)cc(OC)c1	1	18	-0.5	3.0%	9	-7	-2	/	/

# Ordered by SMILES length (low to high): part of the list above
SMILES	TRHR PAM	D1 antagonist	D2 agonist	RXFP1 agonist	D1 ag	D2 PAM	D1 potentiator	D2 antag	RXFP1 antagonist
COc1ccccc1C(=O)NCCN1CCN(c2ccccc2)CC1	5	-8	72*	0.3%	6	-13	-3	83*	18
O=C(CCNS(=O)(=O)c1cccc2nonc12)NCc1cccs1	0	10	0.1	1.3%	2	2	-2	16	8
Cc1cc(-c2nnc(SCC(=O)Nc3ccc(Br)cc3F)n2N)n[nH]1	5	9	1.1	4.2%	2	12	-1	-59	-16
COc1cc(NC(=O)Cn2c(=O)n(Cc3ccccc3OC)c(=O)c3cccnc32)cc(OC)c1	1	18	-0.5	3.0%	9	-7	-2	/	/
COc1cc(NC(=O)CSc2nc3nc(C)c(Cc4ccc(C)cc4)c(C)n3n2)cc(OC)c1OC	-15	-12	1.0	2.9%	2	5	0	/	?
CC1C(=O)O[C@@H]2C[C@@H](C)[C@@H]3CCC(=O)[C@@]3(C)[C@@H](O)[C@H]12 (some centres not stated)	-1	-17	0.2	1.3%	4	5	-6	9	/
Cc1cccc(NC(=O)[C@H](Cc2c[nH]c3ccccc23)NC(=O)[C@@H]2Cc3ccccc3CN2)c1	13	6	0.0	2.5%	16	2	-1	-5	/

# Remaining list, next part.
SMILES	TRHR PAM	D1 antagonist	D2 agonist	RXFP1 agonist	D1 ag	D2 PAM	D1 potentiator	D2 antag	RXFP1 antagonist
Cc1ccc(CNS(=O)(=O)c2ccc([N+](=O)[O-])cc2)cc1	-1	-25	-0.3	2.4%	0	-9	0	-16	11
N#Cc1c(Sc2ncc(C(F)(F)F)cc2Cl)nsc1C/C=N\OCc1ccccc1Br	1	2	0.4	1.7%	0	10	-4	-1	-19
COc1ccc(NC(=O)CCCN2C(=O)C3CC=CCC3C2=O)cc1 (configuration not stated)	3	-22	-2.2	1.7%	3	23	2	-2	0
O=C(O)c1nn(Cc2ncc(-c3cccc(Cl)c3)o2)c(=O)c2ccccc12	-5	9	0.1	3.1%	6	7	-7	6	-20
CCC(=O)N1CCc2cc(CNS(=O)(=O)c3cc(OC)ccc3OC)ccc21	5	3	-0.2	3.0%	0	-6	-6	/	1
CC(=O)Nc1cccc(C(=O)NNC(=O)c2n[nH]c(=O)c3ccccc23)c1	3	-13	0.2	1.1%	4	6	/	6	-5
CC1=CC(C)(C)N(C(=O)CN2C(=O)CCC2=O)c2ccc(C)cc21	2	10	-1.0	0.8%	6	11	1	30*	-4
CCOC(=O)CN1CCc2c(C)nc3c(-c4ccc(OC)c(OC)c4)cnn3c21	-2	-10	0.3	-0.4%	0	14	2	8	-4
CS(=O)(=O)c1ccc(C(=O)NC(Cc2ccccc2)c2ccccc2)cc1 (configuration not stated)	-4	5	-1.0	1.1%	0	4	-3	4	-1
COc1ccc(Cn2c(=O)[nH]c3cc(C(=O)NCCC(C)C)ccc3c2=O)cc1	0	5	0.2	0.8%	1	4	0	/	/
NC(=O)C1CCN(CC(=O)Nc2ccccc2Sc2ccccc2)CC1	-3	3	2.5	-1.5%	3	12	4	-11	-8

# Not all compounds are listed; rates above refer to the full screens.
